CHO-K1 Ca ag: counter-screen for M1 agonists: effect in parental CHO-K1 cells. 360,000 compounds, 0.48% hits. Fluo-8 calcium fluorescence; scaled to maximal ATP response, vehicle zero. activation, % at 3 µM. AID 602248, 2012; in the data active = activation above about 15%;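 also: untransfected CHO-K1 host cells lacking M1 receptor as counterscreen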
CHRM4 antagonist: human M4 muscarinic receptor antagonists, primary screen, CHO cells, Fluo-8 calcium fluorescence | Muscarinic acetylcholine receptor M4 (Homo sapiens), P08173 | CHO-hM4 cells, ACh EC80 | inhibition, % at 3 µM | 360,000 compounds, 0.73% hits;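 active = inhibition above its plate's cutoff, the mean inhibition of sample wells plus 3 SD, cut at about 27% in these data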;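 also: 0% = acetylcholine EC80 with DMSO and 100% = DMSO without agonist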
Target sequence (P08173 whole entry, looked up): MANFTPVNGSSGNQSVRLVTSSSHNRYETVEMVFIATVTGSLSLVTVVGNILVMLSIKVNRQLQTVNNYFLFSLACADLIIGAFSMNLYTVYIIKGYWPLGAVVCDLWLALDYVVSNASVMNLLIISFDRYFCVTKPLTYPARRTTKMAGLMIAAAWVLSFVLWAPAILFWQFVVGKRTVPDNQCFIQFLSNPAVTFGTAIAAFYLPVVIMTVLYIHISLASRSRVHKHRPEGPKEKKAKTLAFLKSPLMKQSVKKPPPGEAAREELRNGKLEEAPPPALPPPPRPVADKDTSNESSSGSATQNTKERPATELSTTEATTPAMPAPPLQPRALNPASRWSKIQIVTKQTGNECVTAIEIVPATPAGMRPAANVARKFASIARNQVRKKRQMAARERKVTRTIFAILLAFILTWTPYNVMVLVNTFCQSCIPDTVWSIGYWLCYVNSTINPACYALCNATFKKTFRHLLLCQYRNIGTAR
M1 antag: human M1 muscarinic receptor antagonists, primary screen, CHO-K1 cells, Fluo-8 calcium fluorescence, 1536-well | 360,000 compounds, 1.3% hits | Muscarinic acetylcholine receptor M1 (Homo sapiens), P11229 | CHO-K1 hM1, ACh EC80 antagonist | inhibition, % at 3 µM;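 active = percent inhibition above its own plate's cutoff, namely the mean of that plate's compound wells plus 3 SD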;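 also: peak over basal fluorescence ratio during 140 s after agonist addition; 0% = ACh EC80 plus DMSO and 100% = DMSO alone without agonist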
Target sequence (P11229 whole entry, looked up): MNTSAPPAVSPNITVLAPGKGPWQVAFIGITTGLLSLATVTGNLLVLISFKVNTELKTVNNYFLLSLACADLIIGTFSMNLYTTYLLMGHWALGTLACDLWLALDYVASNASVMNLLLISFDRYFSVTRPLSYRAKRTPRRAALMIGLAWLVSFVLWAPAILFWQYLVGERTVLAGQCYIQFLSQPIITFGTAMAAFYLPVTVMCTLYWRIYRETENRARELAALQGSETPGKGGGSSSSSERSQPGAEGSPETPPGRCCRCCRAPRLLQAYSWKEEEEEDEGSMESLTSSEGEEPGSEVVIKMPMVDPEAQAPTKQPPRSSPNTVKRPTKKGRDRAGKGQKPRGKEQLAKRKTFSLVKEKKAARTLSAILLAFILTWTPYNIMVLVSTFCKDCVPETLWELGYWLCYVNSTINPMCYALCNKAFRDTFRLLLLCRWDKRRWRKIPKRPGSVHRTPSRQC
OXTR potentiate: human OXTR potentiators, primary screen, fluorescence, CHO-OTR cells, Fluo-8 calcium. activation, % at 3 µM. Oxytocin receptor (Homo sapiens), P30559. 320,000 compounds, 0.061% hits. Fluo-8 calcium fluorescence, potentiator mode; 0% = oxytocin EC15, 100% = EC100;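 active = activation above that plate's cutoff, the mean activation of tested compounds plus 3 SD, cut at about 6.6% in these data, passing the limit was not always enough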;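 also: 100% uses oxytocin at 75 nM as the full agonist control; some results filed as inactive read as strong as hits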
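Replication – single well per compound, singlicate · Assay system – CHO cell line stably expressing human OTR · Timing – 6 min pre-incubation, 100 s read · Measure – normalized max/min fluorescence ratio, % activation · Doses – 3.0 µM, one dose · Detection – Fluo-8 calcium dye fluorescence · Probe or stimulus – oxytocin near EC15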
CHRM4 agonist: human M4 muscarinic receptor agonists, primary screen, CHO-K1 cells, Fluo-8 calcium fluorescence. CHO-K1 hM4/Gqi5; vehicle 0%, full acetylcholine response 100%. activation, % at 3 µM. 360,000 compounds, 0.14% hits;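 active = activation above the run mean over all test wells plus 3 SD, cut at about 32% in these data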;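 also: peak over basal fluorescence ratio per well then scaled between controls; 0% = DMSO wells and 100% = acetylcholine at EC100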
M1 ag: human M1 muscarinic receptor agonists, primary screen, Fluo-8 calcium fluorescence, CHO-K1 cells, HTS | 360,000 compounds, 0.33% hits | Muscarinic acetylcholine receptor M1 (Homo sapiens), P11229 | activation, % at 3 µM | CHO-K1 hM1, agonist mode; 0% DMSO, 100% acetylcholine EC100;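 active = activation above the run's mean compound activation plus 3 SD, cut at about 16% in these data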;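 also: peak over basal fluorescence ratio within a 140 s kinetic read after compound addition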
CHO parental Ca: ATP-evoked calcium signal inhibitors, parental CHO, primary screen, counter-screen for OX1R antagonist project, cell-based, fluorescence, Fluo-8 calcium dye | parental CHO-K1, ATP-induced calcium, Fluo-8 fluorescence | 330,000 compounds, 0.63% hits | AID 463079, 2010 | inhibition, % at 5.6 µM;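 active = inhibition above that plate's mean sample inhibition plus 3 SD, cut at about 26% in these data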;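 also: 0% = ATP-challenged DMSO wells and 100% = DMSO wells without ATP; some compounds past the cut are filed as inactive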
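test system = CHO parental line | reagent = ATP stimulus | measured by = intracellular calcium via Fluo-8 no-wash fluorescent dye | control set = ATP and no-ATP DMSO wells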
CHRM1 PAM: human M1 muscarinic receptor positive allosteric modulators, primary screen, CHO-K1 cells, Fluo-8 calcium fluorescence, 1536-well; 360,000 compounds, 0.088% hits; CHO-K1 hM1, ACh EC20; 0% = ACh EC20, 100% = maximal ACh; Muscarinic acetylcholine receptor M1 (Homo sapiens), P11229; activation, % at 3 µM; in the data active = activation above about 19%, passing the limit was not always enough
CHO-K1 Ca antag: nonselective inhibitor or artifact in parental CHO-K1 cells; ATP-induced calcium, Fluo-8 fluorescence; inhibition, % at 3 µM; 360,000 compounds, 0.6% hits; AID 602250;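 active = inhibition above a per-plate cutoff, the plate's mean sample inhibition plus 3 SD, cut at about 24% in these data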;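 also: 0% = DMSO plus EC80 ATP and 100% = DMSO alone without ATP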
The depositor's hits bear a star; x = not tested or not shown.

Values run as follows: CHRM4 antagonist, M1 ag, CHO-K1 Ca antag, CHRM4 agonist, CHO-K1 Ca ag, OXTR potentiate, CHO parental Ca, CHRM1 PAM, M1 antag
- c1cncc(-c2nc(NCCCn3ccnc3)c3ccccc3n2)c1
  3.7, -14.8, -17.6, 4.2, 2.5, -4.5, -9.3, -17.6, 5.8
- COc1ccc(CCNC(=O)COC(=O)c2cc(S(=O)(=O)N3CCOCC3)ccc2C)cc1OC
  -6.5, -2.5, -0.3, 4.9, 1.8, -6.8, -7.6, 0.7, -1.4
- COCC(=O)Nc1nc2n(n1)C(c1ccc(OC)cc1)CC(c1ccc(OC)cc1)N2 (stereo not given)
  11.8, -3.6, -10.1, 0.2, 0.3, x, x, 3.7, -8.1
- CC(=O)Nc1ccc(NC(=O)C/C(C)=N/NC(=O)c2cccc3ccccc23)cc1
  -3.5, -2.9, -4.1, 4.4, 2.5, -8.4, -3.5, 5.7, -15.0
- COC(=O)CCC(=O)Nc1ccc(Br)cc1
  -6.4, -3.6, -7.9, 2.8, 0.8, -11.8, -8.7, 0.5, 0.4
- CN(CC(=O)Nc1ccccc1Br)C(=O)CNC(=O)C1CCCCC1
  1.9, -1.3, -4.0, 2.3, 0.3, -3.4, -7.1, 12.3, -9.3
- CC1=C(C)CS(=O)N(S(=O)(=O)c2ccccc2)C1 (stereo not given)
  17.9, 14.8, -2.1, 6.7, 3.2, 2.7, -13.2, -2.7, 5.0
- C#CCOCCOCCOCCNc1nc(N2CCN(C(=O)CCCCCCCCCCNC(=O)[C@H]([C@@H](C)CC)n3cc(CCCCCN)nn3)CC2)nc(N2CCN(C(=O)CCCCCCCCCCNC(=O)[C@H](CCCCN)n3cc(CCCC(=O)O)nn3)CC2)n1
  -19.9, 18.2*, -10.4, 27.2, 6.0, -7.3, -6.2, -8.5, 3.3
- CC1=C(C(=O)OCC(C)C)C(c2cccs2)NC(=S)N1 (stereo not given)
  3.4, -7.9, 9.1, -1.2, 0.4, 2.3, -9.7, 2.7, -4.2
- Cc1cccc(OCC(=O)Nc2ccccc2F)c1
  -5.7, -12.8, 4.5, -0.1, 0.2, -0.9, -11.0, 6.5, 0.6
- CN(CCN1CCOCC1)C(=O)CC1C(=O)NCCN1Cc1ccccc1F (stereo not given)
  7.0, -2.1, -6.3, 0.3, 0.2, -1.1, 2.8, 4.3, -3.2
- O=C(COC(=O)C1=NN(c2ccccc2)C(=O)CC1)NCc1ccccc1Cl
  3.1, -2.3, 3.2, 0.6, 0.0, 0.1, -19.2, -4.8, 14.8
- C[C@H](NS(=O)(=O)c1ccc(Cl)cc1)C(=O)OCC(=O)NC(=O)Nc1ccc2c(c1)OCCO2
  -1.1, -8.3, -9.3, 7.6, 3.4, -6.3, -14.1, -6.1, 6.2
- COc1cc2c(cc1O)C(SC)=NC(C)(C)C2
  0.2, -3.1, -10.6, 0.1, 0.5, -10.9, -3.2, 4.7, -8.8
- COc1cccc2sc(N3CCN(C(=O)c4ccco4)CC3)nc12
  -7.7, -2.8, -16.6, 6.6, 2.6, -7.0, -7.0, -0.8, 0.9
- O=C(COC(=O)C12CC3CC(CC(C3)C1)C2)NCc1ccco1
  -2.5, -0.7, -6.9, -0.1, 0.3, -14.2, -2.1, 16.2, -14.3
- O=C(COc1ccc(Br)cc1Br)NNC(=O)c1cccs1
  -4.6, -1.9, -12.4, 2.7, 2.1, -4.1, -5.6, 10.0, -11.2
- COc1ccccc1NCCC(=O)OCC(=O)Nc1ccccc1F
  -24.9, -0.8, -16.0, 6.3, 5.9, 0.7, -8.6, -1.4, 0.4
- NC(=O)CSc1nnc(Cn2cnc3ccccc32)o1
  7.5, 0.8, -7.1, 1.4, 0.6, -8.3, -1.1, 4.8, -4.9
- COc1cc(NC(=O)CSc2nc3c(c(=O)n(C)c(=O)n3C)n2C)cc(OC)c1
  -15.4, -2.4, -22.0, -0.1, 1.9, -3.3, -5.4, 12.7, -12.6
- Nc1nc(Sc2ncccc2[N+](=O)[O-])n[nH]1
  5.3, -1.4, 9.2, 0.7, 0.2, -14.6, -7.2, 7.1, -5.2
- O=C(O)c1ccc(COc2ccc3ccccc3c2/C=C2/NC(=O)N(c3ccccc3)C2=O)cc1
  5.5, -4.6, -1.1, 0.2, 0.0, 2.1, 9.2, -1.5, 17.3
- C#CCOCCOCCOCCNc1nc(N2CCN(C(=O)CCCCCCCCCCNC(=O)[C@@H](CCC(=O)O)n3cc(CCCCCN)nn3)CC2)nc(N2CCN(C(=O)CCCCCCCCCCNC(=O)[C@H](CO)n3cc(CCCCCN)nn3)CC2)n1
  7.3, -0.9, -6.3, 1.4, 0.4, -6.6, -11.6, 6.8, -3.2
- COc1ccc(S(=O)(=O)N2CCOCC2)cc1C(=O)Nc1ccc(N2CCCCCC2)cc1
  8.2, -4.7, 3.5, 3.0, 1.1, x, x, 7.5, -0.6
- Cc1cc(N2CCCC2=O)cc(C)c1S(N)(=O)=O
  2.7, -0.4, -14.5, 0.0, 0.1, -3.8, -3.8, 5.1, -25.9
- O=C1c2ccccc2C2(c3ccc(F)cc3)NCCN12 (stereo not given)
  -9.6, -6.1, -1.1, 1.7, -0.8, -14.9, -12.9, 12.1, -13.2
- NC(=O)CC(NC(=O)c1cccc(Br)c1)c1ccc(NC2CCN(Cc3ccccc3)CC2)c([N+](=O)[O-])c1 (stereo not given)
  5.9, -10.7, -13.9, 0.9, 0.9, -10.1, -0.5, -25.8, 46.1*
- COc1cc(OC)c(OC)cc1CNC(=O)c1cc(S(=O)(=O)N2CCOCC2)ccc1F
  4.0, -1.2, -19.1, 2.9, 6.9, 4.8, -14.6, 7.1, -7.1
- CCC(=O)Nc1cc(C(=O)O)ccc1S(=O)(=O)c1ccc(C)cc1
  12.5, -3.1, -10.7, 0.5, 0.3, -5.0, 0.2, 4.2, -5.7
- CC(=NNC(=S)N1CCN(c2ccccn2)CC1)c1nccs1
  42.9*, -5.8, 7.8, 3.5, 0.4, x, x, -6.2, -2.4
- CCn1c(SCC(=O)Nc2nc(C)c(C(=O)OC)s2)nnc1C(C)C
  -11.8, -5.3, -5.7, 0.0, 0.2, -7.4, -16.9, 4.2, -13.5
- O=C(Oc1cccc(N2C(=O)CCC2=O)c1)C1CC(=O)N(c2ccc(Br)cc2)C1 (stereo not given)
  0.0, -4.4, -11.0, 2.2, 3.3, -4.2, -5.8, 12.9, -14.6
- Cn1c(=O)c(C(=O)NCC2CCCO2)c(O)c2ccccc21 (stereo not given)
  32.6*, -2.7, 1.0, 2.0, 0.4, -9.8, -26.1, 8.6, 1.1
- CCCCC(CC)CNS(=O)(=O)c1ccc2c(c1)CCN2C(=O)CCC(=O)O (stereo not given)
  -0.2, -3.3, -13.6, -0.4, -0.1, -1.4, -14.0, -3.5, 2.3
- CN(C)CCCNC(=O)c1cc(C(=O)c2ccccc2)c[nH]1
  1.9, -0.7, -2.1, 0.8, 0.9, -12.8, 1.3, 15.3, -14.5
- Cn1c(C(=O)O)ccc1S(=O)(=O)N1CCCCCC1
  4.2, 0.5, 6.3, 0.2, 0.4, -12.2, 14.5, 8.0, -4.7
- CN(C)S(=O)(=O)c1ccc(C(=O)Nc2nnc(-c3cccs3)o2)cc1
  -6.8, -5.2, -3.2, 1.8, 0.3, -8.2, -5.8, 8.4, -6.3
- CN(C)CCOCCOc1ccc(Cl)cc1C(C)(C)C
  -16.4, -5.4, -16.4, 16.2, 4.1, -12.3, -13.2, -6.6, 26.6
- COc1ccc(C(=O)NC2=NCCS2)cc1S(=O)(=O)N1CCCCC1C (stereo not given)
  -1.2, -2.8, 1.5, 1.1, 0.2, -8.1, -8.4, 1.9, 3.3
- CCC(Oc1ccccc1)C(=O)Nc1nc2c(s1)C(=O)CC(C)(C)C2 (stereo not given)
  9.3, 2.2, -6.1, 2.0, 1.9, -18.4, 3.8, 4.3, -6.0
- Cn1c(SCC(N)=O)nnc1C1CCN(C(=O)NCc2ccccc2)CC1
  -0.2, -4.1, -5.3, 0.6, 0.3, -9.5, -8.9, 8.6, -22.3
- COc1cc(OC)cc(C(=O)N[C@H](C(=O)NNC(=O)c2ccc(Br)cc2)C(C)C)c1
  1.9, -8.8, 9.0, -0.5, -1.1, 0.4, -26.3, -7.2, 13.5
- CC(C)(C)OC(=O)NCC(=O)NNC(=O)C(C(=O)OCc1ccccc1)c1ccccc1 (stereo not given)
  -11.8, 2.5, -18.6, 2.6, -0.3, -7.9, -20.6, -0.4, -8.9
- COC(=O)N(C)C[C@@H]1OCc2cnnn2CCCC(=O)N([C@@H](C)CO)C[C@H]1C
  -13.2, 0.0, -8.7, 1.0, 0.3, x, x, 13.9, -20.4
- COc1ccc(NC(=O)/C=C/c2ccc(OC)c(OC)c2)cn1
  -9.5, -3.8, -2.6, 1.8, 1.4, -4.4, -11.1, 0.5, 5.4
- COC1=CC(=Cc2c(N)n3nc(CC(=O)N4CCOCC4)sc3nc2=O)C=C(OC)C1=O
  2.9, -1.2, -5.7, 2.2, 1.9, -0.2, 0.9, 1.7, -6.0
- CCCc1nc2oc3c(=O)[nH]cnc3c2c2c1COC(C)(C)C2
  1.1, -2.9, -11.2, 0.3, 2.6, -2.6, -6.1, 8.5, -8.2
- CN=c1scc(-c2cccs2)n1/N=C/c1ccc(O)c(O)c1O
  -16.1, 3.4, -17.1, 3.9, 1.8, -9.9, 0.4, -5.4, 11.8
- NS(=O)(=O)c1ccc(N=Nc2c(-c3ccccc3)[nH]n(-c3nc(-c4ccccc4)cs3)c2=O)cc1
  -6.0, -2.5, -6.6, 0.7, 0.2, 1.8, 8.8, 7.6, -7.3
- O=C(NCCCN1CCCC1=O)C1CCN(S(=O)(=O)c2ccc(F)cc2)CC1
  -0.2, -2.6, -18.8, 0.6, 0.1, -0.5, -3.1, -4.0, 7.4
- COc1ccccc1N(C(=O)c1snc(C(N)=O)c1N)C(C(=O)NCc1ccccc1)c1ccc(O)cc1 (stereo not given)
  -5.8, -4.6, -8.2, 1.6, 2.0, x, x, 7.1, -5.7
- O=C(NCc1ccc(OC(F)(F)F)cc1)C1CCC(=O)N(C2CC2)C1 (stereo not given)
  -1.8, -0.8, 5.3, 1.4, 0.6, x, x, 10.4, -6.8
- CCOC(=O)C1CCN(c2cc(=O)n(C3CCCCC3)c(=O)[nH]2)CC1
  1.0, -2.4, -20.8, 1.4, 0.9, -17.9, -10.4, 11.3, -21.9
- CCOC(=O)Cc1ccc(NCc2ccc(Cl)cc2)cc1
  0.2, -4.8, -11.6, -0.7, 0.5, -17.3, 4.5, 5.5, -4.1
- COc1ccc2sc(-c3ccccc3OC)c(C#CCCO)c2c1
  -10.8, -2.8, -15.7, -1.2, 0.0, -2.7, -18.1, 5.0, 0.0

Screens (PubChem BioAssay)
